CAL PDZ FP-1: CAL PDZ (human) peptide binding inhibition; Q9HD26; purified CAL PDZ, TMR-peptide fluorescence polarization, 1 h; inhibition, % at 24.9 µM; hit rate 0.92% among 300,000; AID 602252;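 active = mean inhibition of at least 30% with at least half of replicates also reaching 30%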;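 note: 0% = DMSO neutral control and 100% = excess unlabeled competitor peptide PRC23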
Tat export inh: inhibitors of E. coli Tat protein transport; E. coli MC4100 TorA-mCherry Tat export, fluorescence; inhibition, % at 10 µM; hit rate 0.036% among 340,000;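 active = mean replicate inhibition at least 50% and at least half of replicates individually reaching 50%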;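 note: exported cargo escapes ClpAP degradation while cytoplasmic cargo is degraded and loses fluorescence; 0% = median of neutral control wells and 100% = median of NaSCN control wells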
MITF act: increases MITF-driven TRPM1 promoter luciferase signal; SK-MEL-5 TRPM1-promoter luciferase, 24 h; % of positive control, neutral wells = 0; activation, % at 12.5 µM; hit rate 0.75% among 300,000; AID 588334;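 active = mean activation of at least 80% with every replicate also reaching 80%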;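 note: 0% = neutral control wells and 100% = parthenolide positive control wells; values of inactives mirror those of a sister screen read the other way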
CDK5 inh: inhibitors of human CDK5/p35 kinase; inhibition, % at 10 µM; Recombinant CDK5/p35, ADP-Glo luminescence, 60 min; Q00535+Q15078; hit rate 0.01% among 330,000;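 active = highest replicate inhibition of at least 50% and at least 75% of replicates reaching 50%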;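 note: plate controls were DMSO neutral control for no effect and GW8510 at 10 µM for full effect; many of its hits are not listed in these tables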
Target sequence (Q00535 whole entry, looked up): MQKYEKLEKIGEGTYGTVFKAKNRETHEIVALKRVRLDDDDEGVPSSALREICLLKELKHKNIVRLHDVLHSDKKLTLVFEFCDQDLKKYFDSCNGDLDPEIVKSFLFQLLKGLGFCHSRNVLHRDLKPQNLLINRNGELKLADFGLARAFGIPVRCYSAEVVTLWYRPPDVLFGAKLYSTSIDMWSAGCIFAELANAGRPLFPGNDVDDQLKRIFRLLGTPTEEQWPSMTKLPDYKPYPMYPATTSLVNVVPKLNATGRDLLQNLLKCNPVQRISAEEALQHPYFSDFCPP
Target sequence (Q15078 whole entry, looked up): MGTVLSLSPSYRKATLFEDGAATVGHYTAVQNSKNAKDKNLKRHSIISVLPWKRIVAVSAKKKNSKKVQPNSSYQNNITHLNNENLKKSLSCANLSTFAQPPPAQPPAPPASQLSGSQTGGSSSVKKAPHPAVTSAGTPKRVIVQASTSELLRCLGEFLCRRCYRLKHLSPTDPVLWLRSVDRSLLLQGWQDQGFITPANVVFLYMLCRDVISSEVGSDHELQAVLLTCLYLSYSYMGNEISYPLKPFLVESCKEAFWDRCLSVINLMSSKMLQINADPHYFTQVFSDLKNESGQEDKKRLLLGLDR
Wnt bcat act: Wnt/beta-catenin pathway activation | Wnt/beta-catenin reporter cell assay, activator, plate reader | activation, % at 9.35 µM | hit rate 1.2% among 300,000; in the data active = activation above about 30%, passing the limit was not always enough;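 note: 0% = neutral control wells and 100% = positive control wells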
V-ATPase pH: regulators of yeast V-ATPase proton transport; response, % at 10 µM; S. cerevisiae, pHLuorin cytosolic pH fluorescence; hit rate 0.37% among 350,000; in the data active = response mostly above about 7.3%, no sharp cut-off; inactive = mostly below about 5.4%; note: actives read high; inactives centre near 0; some compounds called inactive have numbers as strong as hits
dFosB act: mouse delta FosB homodimer activation | P13346 | purified delta FosB, TAMRA-CDK5 oligo fluorescence polarization; percent of positive-control signal above neutral wells | activation, % at 25 µM | hit rate 0.99% among 340,000;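 active = mean activation above about 17%, with every replicate also reaching it, limit read from the data, passing the limit was not always enough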;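 note: fluorescence polarization rise as delta FosB binds a TAMRA Cdk5 AP-1 oligo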
Target sequence (P13346 whole entry, looked up): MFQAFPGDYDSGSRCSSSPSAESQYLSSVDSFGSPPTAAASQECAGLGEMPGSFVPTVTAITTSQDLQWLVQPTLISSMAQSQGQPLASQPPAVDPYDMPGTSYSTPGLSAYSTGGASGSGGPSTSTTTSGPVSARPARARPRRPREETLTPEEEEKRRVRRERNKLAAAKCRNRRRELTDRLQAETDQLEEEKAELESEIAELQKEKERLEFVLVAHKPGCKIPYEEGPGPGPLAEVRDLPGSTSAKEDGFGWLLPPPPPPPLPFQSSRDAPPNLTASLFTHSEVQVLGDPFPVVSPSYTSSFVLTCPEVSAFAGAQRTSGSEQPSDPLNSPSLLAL
cardiac RTF act: cardiac RTF calcium sensitization; hit rate 0.24% among 340,000; P19429+P45379; activation, % at 7.2 µM; IANBD-labeled TnC RTF fluorescence at EC20 calcium; 0% EC20 calcium, 100% full calcium;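 active = activation above the mean over all tested compounds plus 3 SD, cut at about 30% in these data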;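 note: rise in fluorescence read as greater calcium sensitivity of cardiac thin filaments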
Rtt109 Vps75: inhibitors of Candida albicans Rtt109/Vps75 histone acetyltransferase; hit rate 0.16% among 330,000; inhibition, % at 34.9 µM; purified Rtt109/Vps75, ThioGlo CoA-SH fluorescence, 4 h; Q5AAJ8;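 active = inhibition of at least 50% in every replicate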
CAL PDZ FP-2: blocks peptide binding to human CAL PDZ domain; purified CAL PDZ, TMR-peptide fluorescence polarization, 1 h; inhibition, % at 20 µM; hit rate 0.02% among 330,000; AID 504414;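 active = highest replicate inhibition of at least 40%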;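 note: plate controls were DMSO neutral control wells for no effect and unlabeled competitor peptide control wells for full effect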
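material = purified tagged CAL PDZ domain construct (CerCALP) | buffer or medium = sodium phosphate/NaCl buffer pH 7.4 with TCEP, IgG, Thesit | reagent = TMR-labelled reporter peptide T*-PRC34 bound in PDZ groove | incubation = 1 h room-temperature incubation prior to read | measured by = fluorescence polarization (mP) | evaluation = percent inhibition from loss of millipolarization | control set = unlabelled peptide and DMSO controls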
The depositor's hits bear a star.

How did COc1ccc(-c2nc3ccccc3nc2-c2ccc(OC)c(OC)c2)cc1OC do in these assays?
CAL PDZ FP-1: -2.9; Tat export inh: -2.6; CDK5 inh: -0.2; Wnt bcat act: -0.7; V-ATPase pH: -3.8; dFosB act: 3.3; cardiac RTF act: -5.3; Rtt109 Vps75: -0.1; CAL PDZ FP-2: -0.5

What do the screens show for `CC(C)c1ccc(C(=O)Nc2ccc(CN3CCOCC3)cc2)cc1`?
CAL PDZ FP-1: 5.4; Tat export inh: 1.3; MITF act: -1.8; CDK5 inh: 1.0; Wnt bcat act: 0.6; V-ATPase pH: 1.9; dFosB act: -3.4; cardiac RTF act: -1.5; Rtt109 Vps75: -31.7; CAL PDZ FP-2: -0.5

How did Cc1c(NC(=S)NNC(=O)CCC(=O)O)c(=O)n(-c2ccccc2)n1C do in these assays?
CAL PDZ FP-1: 0.2; Tat export inh: 0.8; MITF act: 2.4; CDK5 inh: -1.6; Wnt bcat act: 1.3; V-ATPase pH: 0.0; dFosB act: -0.3; cardiac RTF act: 4.0; Rtt109 Vps75: 1.8; CAL PDZ FP-2: -0.2

How did CCOc1ccccc1N1CC(C(=O)Nc2ccccc2N2CCCC2)CC1=O (stereo unspecified) do in these assays?
CAL PDZ FP-1: 3.7; Tat export inh: -7.4; MITF act: 5.9; CDK5 inh: 0.9; Wnt bcat act: -0.1; V-ATPase pH: -1.1; dFosB act: 2.0; cardiac RTF act: -3.2; Rtt109 Vps75: 2.6; CAL PDZ FP-2: 0.3

Results for CC(C)c1ccc(N(C(=O)C(F)(F)F)C(C(=O)NC2CCCCC2)c2ccncc2)cc1 (stereo unspecified) ?
CAL PDZ FP-1: -0.7; Tat export inh: -3.4; MITF act: -5.9; CDK5 inh: 0.0; V-ATPase pH: -0.2; dFosB act: 1.2; cardiac RTF act: -3.0; Rtt109 Vps75: -1.8; CAL PDZ FP-2: -0.3

What do the screens show for `CCOc1ccc(C(=O)N2CCN=C2SC)cc1OCC`?
CAL PDZ FP-1: -5.5; Tat export inh: -2.5; MITF act: 9.0; CDK5 inh: -0.6; V-ATPase pH: 5.8; dFosB act: 0.2; cardiac RTF act: -2.4; Rtt109 Vps75: 10.0

How did O=C1CCC([N+](=O)[O-])C(C2CC=CCC2)N1 (stereo unspecified) do in these assays?
CAL PDZ FP-1: 0.9; Tat export inh: 3.3; MITF act: -6.3; CDK5 inh: -0.7; Wnt bcat act: -0.8; V-ATPase pH: 4.8; dFosB act: 3.8; cardiac RTF act: -0.7; Rtt109 Vps75: 11.9; CAL PDZ FP-2: -1.0

Results for COCCS(=O)(=O)N(Cc1ccccc1)[C@H](C(=O)OC)C(C)C ?
CAL PDZ FP-1: -4.4; Tat export inh: -0.1; MITF act: 1.7; CDK5 inh: 0.3; Wnt bcat act: -1.9; V-ATPase pH: -0.8; dFosB act: 1.6; cardiac RTF act: -1.6; Rtt109 Vps75: 4.6; CAL PDZ FP-2: -0.2

Results for COc1ccc(/C=N/N=C2/NC(=O)C(CC(=O)O)S2)cc1OS(=O)(=O)c1ccccc1 (stereo unspecified) ?
CAL PDZ FP-1: -6.0; Tat export inh: 0.7; MITF act: 6.4; CDK5 inh: 2.4; Wnt bcat act: 0.0; V-ATPase pH: 3.1; dFosB act: -6.0; cardiac RTF act: 7.9; Rtt109 Vps75: -0.6; CAL PDZ FP-2: -0.3

What do the screens show for `Cc1ccc(OCC(=O)NNC(=S)NC(=O)C2CCCCC2)c(C)c1`?
CAL PDZ FP-1: -2.8; Tat export inh: -7.9; MITF act: -9.3; CDK5 inh: 0.9; V-ATPase pH: 6.1; dFosB act: -8.3; cardiac RTF act: -2.4; Rtt109 Vps75: -2.0; CAL PDZ FP-2: -1.2

Results for Cc1noc(C)c1C(=O)N1CCN(Cc2ccc3c(c2)OCO3)CC1 ?
Tat export inh: -7.0; MITF act: -7.1; CDK5 inh: -1.0; Wnt bcat act: -0.5; V-ATPase pH: -0.3; dFosB act: -7.2; cardiac RTF act: 3.5; Rtt109 Vps75: 15.4; CAL PDZ FP-2: -0.7

How did O=C(Nc1cccc(S(=O)(=O)NC2=NCCCCC2)c1)C1COc2ccccc2O1 (stereo unspecified) do in these assays?
CAL PDZ FP-1: -4.2; Tat export inh: 0.4; MITF act: 3.7; CDK5 inh: -2.1; Wnt bcat act: -0.6; V-ATPase pH: -2.8; dFosB act: -3.2; cardiac RTF act: -0.2; Rtt109 Vps75: -2.9; CAL PDZ FP-2: -3.2

How did CCOc1ccc(C2N(c3ccc(OC)cc3)C(=O)C3CCCN32)cc1OC (stereo unspecified) do in these assays?
Tat export inh: -3.8; MITF act: -1.9; CDK5 inh: -0.6; Wnt bcat act: 2.3; V-ATPase pH: -3.3; dFosB act: -9.0; cardiac RTF act: 5.3; Rtt109 Vps75: 6.7; CAL PDZ FP-2: -0.5

How did Cc1cc(Nc2ccccc2)n2nc(C)c(-c3ccccc3)c2n1 do in these assays?
Tat export inh: -10.1; MITF act: 61.1; CDK5 inh: 2.6; Wnt bcat act: 5.3; V-ATPase pH: -1.2; dFosB act: -2.6; cardiac RTF act: -4.4; Rtt109 Vps75: -0.9; CAL PDZ FP-2: -0.7

How did COc1cc(/C=C/C(=O)OCC(=O)Nc2cc(C)c(C)cc2[N+](=O)[O-])ccc1O do in these assays?
CAL PDZ FP-1: 0.0; Tat export inh: -4.9; MITF act: -18.3; CDK5 inh: -0.2; Wnt bcat act: 0.2; V-ATPase pH: -72.8; dFosB act: -3.4; cardiac RTF act: -0.5; Rtt109 Vps75: 11.0; CAL PDZ FP-2: 0.1

An excerpt from above in order of length of the SMILES, ascending.
What do the screens show for `CC(C)c1ccc(C(=O)Nc2ccc(CN3CCOCC3)cc2)cc1`?
CAL PDZ FP-1: 5.4; Tat export inh: 1.3; MITF act: -1.8; CDK5 inh: 1.0; Wnt bcat act: 0.6; V-ATPase pH: 1.9; dFosB act: -3.4; cardiac RTF act: -1.5; Rtt109 Vps75: -31.7; CAL PDZ FP-2: -0.5

How did COc1ccc(-c2nc3ccccc3nc2-c2ccc(OC)c(OC)c2)cc1OC do in these assays?
CAL PDZ FP-1: -2.9; Tat export inh: -2.6; CDK5 inh: -0.2; Wnt bcat act: -0.7; V-ATPase pH: -3.8; dFosB act: 3.3; cardiac RTF act: -5.3; Rtt109 Vps75: -0.1; CAL PDZ FP-2: -0.5

How did COc1cc(/C=C/C(=O)OCC(=O)Nc2cc(C)c(C)cc2[N+](=O)[O-])ccc1O do in these assays?
CAL PDZ FP-1: 0.0; Tat export inh: -4.9; MITF act: -18.3; CDK5 inh: -0.2; Wnt bcat act: 0.2; V-ATPase pH: -72.8; dFosB act: -3.4; cardiac RTF act: -0.5; Rtt109 Vps75: 11.0; CAL PDZ FP-2: 0.1

Further records.
What do the screens show for `O=C(c1cccnc1Cl)N(Cc1ccccc1)Cc1ccccc1`?
CAL PDZ FP-1: -0.9; Tat export inh: 3.3; MITF act: 2.1; CDK5 inh: -0.1; Wnt bcat act: 17.7; V-ATPase pH: -2.4; dFosB act: -7.0; cardiac RTF act: -1.2; Rtt109 Vps75: 5.5; CAL PDZ FP-2: -2.0

How did CC(C)C1Cc2c(sc3[nH]c(=S)n(Cc4ccccc4)c(=O)c23)CO1 (stereo unspecified) do in these assays?
CAL PDZ FP-1: -1.7; Tat export inh: 8.7; MITF act: -21.8; CDK5 inh: -0.4; V-ATPase pH: 0.8; dFosB act: -8.6; cardiac RTF act: 1.0; Rtt109 Vps75: 12.2

How did CN(C)/C=C/C(=O)c1ccc2noc(-c3cccc(F)c3)c2c1 do in these assays?
CAL PDZ FP-1: 0.2; Tat export inh: 12.7; MITF act: 11.7; CDK5 inh: -3.6; Wnt bcat act: -1.5; V-ATPase pH: -12.0; dFosB act: -6.2; cardiac RTF act: -5.0; Rtt109 Vps75: 3.2; CAL PDZ FP-2: -1.8

Results for CC1(C)Cc2c(sc3nc4n(-c5ccccc5)c(=O)c(CCC(=O)O)nn4c(=O)c23)CO1 ?
CAL PDZ FP-1: -2.9; Tat export inh: -6.0; MITF act: -2.0; CDK5 inh: 0.6; Wnt bcat act: 4.9; V-ATPase pH: 1.0; dFosB act: 6.9; cardiac RTF act: -3.4; Rtt109 Vps75: -2.1; CAL PDZ FP-2: 0.6

How did COc1cccc(C(=O)NNC(=O)Cc2csc(N)n2)c1 do in these assays?
CAL PDZ FP-1: 2.4; Tat export inh: -8.7; MITF act: -6.5; CDK5 inh: 0.8; Wnt bcat act: -0.6; V-ATPase pH: 1.4; dFosB act: -7.7; cardiac RTF act: 6.8; Rtt109 Vps75: -11.4; CAL PDZ FP-2: -0.7

Results for N#CCN(C(=O)COC(=O)CCCNC(=O)c1ccc(Cl)cc1)c1ccccc1 ?
CAL PDZ FP-1: -1.2; Tat export inh: 2.3; MITF act: -0.1; CDK5 inh: 1.1; Wnt bcat act: 1.1; V-ATPase pH: 0.3; dFosB act: -5.6; cardiac RTF act: -4.2; Rtt109 Vps75: 3.1; CAL PDZ FP-2: -1.1

What do the screens show for `N#Cc1cc(C#N)c(N2CCN(c3cccc(Cl)n3)CC2)nc1N`?
Tat export inh: 1.6; MITF act: 19.6; CDK5 inh: -2.1; Wnt bcat act: 14.5; V-ATPase pH: -1.9; dFosB act: -0.3; cardiac RTF act: -7.0; Rtt109 Vps75: 10.5; CAL PDZ FP-2: -8.4

How did CC(Oc1ccc(F)cc1)C(=O)Nc1cc(Cl)ccc1-n1cncn1 (stereo unspecified) do in these assays?
CAL PDZ FP-1: -0.7; Tat export inh: 0.9; MITF act: 0.8; CDK5 inh: -1.4; Wnt bcat act: 2.3; V-ATPase pH: 0.9; dFosB act: -6.1; cardiac RTF act: 5.3; Rtt109 Vps75: 4.0; CAL PDZ FP-2: -3.6

What do the screens show for `CC(C)c1ccc(/C=N/NC(=O)c2nnn(-c3nonc3N)c2CN(C)C2CCCCC2)cc1`?
CAL PDZ FP-1: -2.6; Tat export inh: 1.9; MITF act: -5.7; CDK5 inh: 1.0; Wnt bcat act: 2.2; V-ATPase pH: 2.3; dFosB act: -3.7; cardiac RTF act: 2.1; Rtt109 Vps75: -11.7; CAL PDZ FP-2: 2.5

What do the screens show for `CNC(=S)N1CCN(c2nc3ccccc3s2)CC1`?
CAL PDZ FP-1: -1.4; Tat export inh: -4.6; MITF act: 65.1; CDK5 inh: -1.1; Wnt bcat act: 6.5; V-ATPase pH: 1.3; dFosB act: -6.4; cardiac RTF act: 0.6; CAL PDZ FP-2: -0.1

How did COc1cccc(CN(C)CC(=O)NC(=O)NCc2ccco2)c1 do in these assays?
CAL PDZ FP-1: -1.5; Tat export inh: 1.9; CDK5 inh: -0.3; V-ATPase pH: -1.9; dFosB act: -9.9; cardiac RTF act: -2.1; Rtt109 Vps75: 12.3; CAL PDZ FP-2: -0.6

Results for Cc1ccc(NC(=O)NC(=O)c2cnccc2C(F)(F)F)c(C)c1 ?
Tat export inh: 1.9; MITF act: 11.0; CDK5 inh: 0.7; Wnt bcat act: 3.4; V-ATPase pH: -0.1; dFosB act: -3.5; cardiac RTF act: 1.5; Rtt109 Vps75: -9.6; CAL PDZ FP-2: -1.3

What do the screens show for `FC(F)(F)c1ccc(-c2cccc3c2C2CC3CCN2)cc1` (stereo unspecified)?
CAL PDZ FP-1: 5.0; Tat export inh: -2.2; MITF act: -1.2; CDK5 inh: 4.3; Wnt bcat act: -3.2; V-ATPase pH: 1.5; dFosB act: -4.0; cardiac RTF act: -3.1; Rtt109 Vps75: -16.6; CAL PDZ FP-2: -0.6

Bioassay records as filed in PubChem.
